Nrf2 activator: activates Nrf2 signaling; AREc32 ARE-luciferase reporter (MCF7-derived line), luminescence, 24 h; AID 624171; Potency, µM (titrated, usually from 46.1 µM), for the others: top-dose activation, usual class: activators; 0.31% of 410,000 active; note: % of control where 0% means no effect; nearly all actives have a fitted effect of over 65% in size
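ARE-driven firefly luciferase activity in AREc32 cells measured after a 24 hr compound exposure at 37 deg C, using Steady-Glo reagent and a 30 min room-temperature hold.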
ATXN viability: viability counter-screen for ATXN expression inhibitors. S2 cells (HEK-293 line with an ATXN2-luciferase reporter) viability, CellTiter-Fluor protease fluorescence, 24 h. Potency, µM (titrated, usually from 56.7 µM), usual class: cytotoxic. 0.49% of 400,000 active; note: nearly all actives have a fitted effect of over 40% in size
EPAC2 antagonist: EPAC2 (human) antagonism; EPAC2 GEF exchange of Rap1B-BODIPY-GDP, fluorescence; Potency, µM (doses to about 114 µM), for inactives: top-dose activity, negative = inhibition, actives largely listed as inhibitors; 0.18% of 360,000 active; AID 720708; note: % is set by controls: 0 for no effect and ±100 for the full control effect; nearly all actives have a fitted effect of over 45% in size; many of its hits are not listed in these tables
Target sequence (Q8WZA2 whole entry, looked up): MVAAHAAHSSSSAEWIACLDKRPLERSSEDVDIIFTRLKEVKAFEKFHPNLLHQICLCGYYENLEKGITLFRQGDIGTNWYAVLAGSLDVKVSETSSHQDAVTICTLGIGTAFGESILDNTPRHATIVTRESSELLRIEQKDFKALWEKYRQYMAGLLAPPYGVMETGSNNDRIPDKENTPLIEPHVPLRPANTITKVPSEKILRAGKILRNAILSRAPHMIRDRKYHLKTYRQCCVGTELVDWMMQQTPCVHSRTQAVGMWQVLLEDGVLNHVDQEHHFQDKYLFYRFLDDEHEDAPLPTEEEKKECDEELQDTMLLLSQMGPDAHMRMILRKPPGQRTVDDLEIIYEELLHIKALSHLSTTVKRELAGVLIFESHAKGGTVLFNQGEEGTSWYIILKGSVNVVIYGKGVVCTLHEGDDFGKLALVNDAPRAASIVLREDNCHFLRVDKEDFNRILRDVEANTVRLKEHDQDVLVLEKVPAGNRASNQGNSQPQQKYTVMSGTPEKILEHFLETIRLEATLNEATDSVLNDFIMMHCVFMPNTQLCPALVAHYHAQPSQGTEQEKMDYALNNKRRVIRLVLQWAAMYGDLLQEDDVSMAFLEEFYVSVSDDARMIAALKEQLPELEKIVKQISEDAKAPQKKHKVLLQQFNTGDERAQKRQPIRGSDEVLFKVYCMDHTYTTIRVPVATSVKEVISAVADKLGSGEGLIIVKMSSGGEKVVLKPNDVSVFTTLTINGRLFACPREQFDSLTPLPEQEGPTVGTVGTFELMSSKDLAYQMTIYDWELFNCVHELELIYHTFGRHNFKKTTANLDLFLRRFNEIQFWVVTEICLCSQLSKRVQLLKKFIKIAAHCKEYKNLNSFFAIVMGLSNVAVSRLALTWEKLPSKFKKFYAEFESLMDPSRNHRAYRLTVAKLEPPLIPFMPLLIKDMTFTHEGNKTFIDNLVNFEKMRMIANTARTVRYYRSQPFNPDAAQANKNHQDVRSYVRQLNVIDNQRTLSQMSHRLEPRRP
HepG2 viability: kills HepG2 cells in TGF-b inhibitor counter-screen; 0.76% of 410,000 active; AID 588856; HepG2 CAGA-GFP viability, ATP luminescence, 18 h; Potency, µM (series often up to 46.1 µM), for the others: top-dose activity change, negative = cytotoxicity, most hits filed as cytotoxic; note: some results filed as inactive show a strong effect at the top dose
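HepG2 CAGA-GFP cells (1000/well, DMEM with 1% FBS) received compound, then TGF-beta at 500 pg/mL final, and were incubated 18 hours at 37 degrees C. Viability was read by CellTiter-Glo luminescence. Media-only wells were set as complete cell-killing and DMSO as no toxicity.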
A549 tox: counter-screen for Nrf2 inhibitors: cytotoxicity in A549 cells | AID 504648 | 0.16% of 390,000 active | Potency, µM (series often up to 46 µM), for inactives: at the highest dose activity change, negative = cytotoxicity, usual class: inhibitors | A549 ARE-Fluc cells, CellTiter-Fluor viability, 18-24 h; note: % is set by controls: 0 for no effect and ±100 for the full control effect
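A549 ARE-Fluc cells in 5% FBS OPTI-MEM, 5000 cells/well, rested 2 h then exposed to compounds in concentration-response for 18-24 h at 37 °C. Viability by CellTiter-Fluor fluorescence (Ex 405/Em 525) after 30 min; luciferase luminescence (BugLite, 15 min, RT) read afterwards.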
Nrf2 inh: inhibitors of Nrf2 signaling. A549 ARE-Fluc reporter, luciferase luminescence, 18-24 h. Potency, µM (titrated, usually from 46 µM), for inactives: at the highest dose activity change, negative = inhibition, most hits filed as inhibitors. 2.1% of 360,000 active. AID 504444; note: % is set by controls: 0 for no effect and ±100 for the full control effect; nearly all actives have a fitted effect of over 60% in size
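Two sequential reads on A549 ARE_Fluc cells exposed to compound for 18-24 h: a CellTiter-Fluor fluorescence read for viability, then a luciferase luminescence read for Nrf2/ARE activity.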
TGFb inhibitor: TGF-b pathway inhibition. HepG2 CAGA-GFP TGF-b/SMAD3 reporter, GFP fluorescence, 18 h; TGF-beta stimulated, 500 pg/mL final. Potency, µM (doses to about 46.1 µM), without a hit: at the highest dose activity, negative = inhibition, usual class: inhibitors. 1.2% of 410,000 active. AID 588855; note: % is set by controls: 0 for no effect and ±100 for the full control effect; nearly all actives have a fitted effect of over 65% in size
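Cell-based qHTS in HEPG2 carrying a CAGA-GFP Smad reporter; compounds added before 500 pg/mL final TGF-beta, 18 h incubation at 37 degrees C, GFP fluorescence quantified per cell by imaging cytometry.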
ATXN2 expr inh: reduces ATXN2 reporter expression in HEK-293 cells | HEK-293 ATXN2-luciferase reporter, luminescence, 24 h | 0.72% of 360,000 active | Potency, µM (highest dose often 57 µM), without a hit: top-dose activity change, negative = inhibition, usual class: inhibitors | AID 1745845; note: % is set by controls: 0 for no effect and ±100 for the full control effect; nearly all actives have a fitted effect of over 55% in size
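qHTS (up to 57 uM final) was run with 24 h compound exposure of reporter cells at 37 °C. Each well was multiplexed: SteadyGlo luminescence measured ATXN2-luciferase expression after a fluorogenic Gly-Phe-AFC viability readout (25 uM final).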
MCF10A rerep: inducers of DNA re-replication in MCF 10A breast cells; MCF 10A DNA re-replication, Hoechst nuclear intensity, 48 h; Potency, µM (top dose mostly 46.1 µM), for the others: at the top dose activity, positive = re-replication, most hits filed as activators; 2.9% of 350,000 active; AID 624296; note: % of control where 0% means no effect; nearly all actives have a fitted effect of over 50% in size
The depositor's hits bear a star; i = inactive; ? = inconclusive; . = not tested or not shown; & = joins results of further samples; [ ] = another dose, or the depositor's remark. Calls come from the whole dose curve; as a rule, active = well fitted curve in the direction sought with a large enough effect; inconclusive = small, poorly fitted or top-dose-only effect, or another doubt; inactive = no such curve, though single readings can be large; an effect the other way counts as inactive or inconclusive. Potency is the fitted concentration of half-maximal effect. These rows are one share of the data. The share of hits here may be higher or lower than overall.

SMILES | Nrf2 activator | ATXN viability | EPAC2 antagonist | HepG2 viability | A549 tox | Nrf2 inh | TGFb inhibitor | ATXN2 expr inh | MCF10A rerep
Cc1noc(C)c1COC(=O)Cc1ccc(Br)cc1 | -0.5% | i | 4% | 7% | 0% | ? | -1% | 8% | -3%
O=C(/C=C/c1ccc([N+](=O)[O-])cc1)NCCN1C(=O)S/C(=C\c2ccc(F)cc2)C1=O | 0.0% | ? | 3% | -23% | -7% | -2% | -14% | -1% | 1%
CC(=O)Nc1cc(C(=O)NCCN2CCN(Cc3ccccc3)CC2)ccc1Sc1ccc(C)cc1 | 2.9% | i | -4% | 1% | 0% | -4% | -4% | . | 1%
COc1ccc(NC(=O)Cn2c(C)cc(=O)c3cccc(OC)c32)cc1 | 0.3% | i | -18% | -27% | 2% | -9% | -11% | 0% | 4%
O=C1CC(N2CCN(c3nc4ccccc4s3)CC2)C(=O)N1c1cccc(F)c1 (stereo not drawn) | -0.8% | i | 11% | -3% | -5% | 8% | -16% | 3% | 5%
O=S(=O)(NCc1ccccn1)c1cc(C(F)(F)F)ccc1Cl | -0.3% | i | -2% | -26% | -1% | -43% | 1% | 1% | -11%
CC(/C=C1\NC(=S)NC1=O)=C\c1ccccc1 | 0.2% | ? | 6% | 1% | 13% | 10% | -20% | . | 0%
CCCC1C2C(=O)N(c3ccccc3OCC)C(=O)C2ON1c1ccccc1 (stereo not drawn) | 0.5% | i | 11% | -23% | -2% | -8% | -15% | 5% | ?
O=CN1CCN(c2ncnc3c2nnn3Cc2c(F)cccc2Cl)CC1 | 0.3% | i | 3% | 11% | -9% | -12% | -16% | -17% | ?
Cc1ccc(C)c(NC(=O)CN(C)C(=O)CCN2C(=O)c3ccccc3C2=O)c1 | -0.5% | i | 9% | 5% | 2% | 2% | 3% | 7% | -3%
CCOC(=O)N1C(C)CN(/[N+]([O-])=N/Oc2ccc([N+](=O)[O-])cc2[N+](=O)[O-])CC1C (stereo not drawn) | . | . | . | -14% | -20% | -15% | -21% | . | .
O=C(COC(=O)C1=Cc2ccccc2OC1)NC1CCCC1 | 0.3% | i | 11% | 6% | -3% | 1% | -5% | -1% | 9%
CCN(CC(=O)NCc1ccc(Cl)cc1)C(=O)c1sccc1C | 0.4% | i | -7% | -1% | -1% | 4% | 0% | -10% | 3%
CCN(CC)c1ccc(/C=N/NC(=O)C2CC2)cc1 | -0.7% | i | -13% | -9% | -10% | ? | 17% | 0% | -61%[inhibitor]
O=C1OC(Nc2ccc(Cl)cn2)c2ccccc21 (stereo not drawn) | -0.3% | i | -6% | 9% | -2% | 2% | -7% | 1% | -17%

Single records, as listed above. Order of values: Nrf2 activator, ATXN viability, EPAC2 antagonist, HepG2 viability, A549 tox, Nrf2 inh, TGFb inhibitor, ATXN2 expr inh, MCF10A rerep
CC(/C=C1\NC(=S)NC1=O)=C\c1ccccc1 is listed as 0.2%, ?, 6%, 1%, 13%, 10%, -20%, ., 0%
O=C(COC(=O)C1=Cc2ccccc2OC1)NC1CCCC1 is listed as 0.3%, i, 11%, 6%, -3%, 1%, -5%, -1%, 9%

Further structures follow.
SMILES | Nrf2 activator | ATXN viability | EPAC2 antagonist | HepG2 viability | A549 tox | Nrf2 inh | TGFb inhibitor | ATXN2 expr inh | MCF10A rerep
C[C@H]1CN([C@@H](C)CO)C(=O)c2cc(C#Cc3cccnc3)cnc2O[C@H]1CN(C)Cc1ccc(F)cc1 | 4.1% | ? | 4% | -24% | . | . | 0% | -7% | .
Cc1sc2ncnc(N/N=C/c3ccc(O)cc3)c2c1C | 18% | i | 7% | -4% | -18% | ? | -28% | -9% | 1%
CC(C)(C)C(=O)COC(=O)c1cc2ccccc2cc1O | -0.3% | ? | 0% | -10% | -2% | 11% | 0% | 31% | 1%
COc1cc(C2C(C#N)=C(N)Oc3cc(N)ccc32)cc(OC)c1OC (stereo not drawn) | -0.7% | ? | 4% | -2% | ? | ? | -18% | 26% | 1.2µM*
O=C(CN(C1CCCCC1)C1CCCCC1)N1CCc2ccccc2C1 | -0.6% | i | -9% | -22% | -1% | -5% | ? | -18% | ?
O=C(c1cc(F)ccc1F)C1CCCN(C(=O)c2ccc3nccnc3c2)C1 (stereo not drawn) | -0.4% | i | 0% | 3% | -6% | ? | 7% | 1% | 0%
Cc1ccc(CN2C(=O)C(Cc3ccccc3)Nc3ncnc(N4CCCCC4)c32)cc1 (stereo not drawn) | 1.1%&0.3% | ? | -25%&4% | -41%&-1% | -12% | -14% | 0%&-23% | 2%&14% | ?
O=C(NCC(=O)N1CCOCC1)c1ccccc1 | -0.2% | i | 5% | 9% | 0% | ? | 13% | 22% | -24%
O=C(NCc1ccco1)/C(=C/c1ccco1)NC(=O)c1ccccc1 | 4.5% | i | -4% | 1% | -9% | 9% | 1% | -2% | 1%
O=C(NC1CCC(O)CC1)c1ccc(S(=O)(=O)NCc2ccco2)cc1 (stereo not drawn) | 1.8% | i | ? | 3% | -6% | 8% | 29% | -1% | -10%
O=C(CCn1cnc(-c2ccccc2)c1-c1ccccc1)N/N=C/c1ccccc1O | -1.2% | ? | -16% | -43% | -5% | -1% | ? | ? | 4.6µM*
COc1ccc(CCC(=O)N2CCN(c3ccc([N+](=O)[O-])cc3)CC2)cc1OC | 3.4% | i | -9% | -2% | -21% | ? | -1% | -23% | 4%
CCO[C@@H]1OC(C(=O)O)=C[C@H](c2ccccc2)[C@H]1CCCO | 0.6% | i | 4% | 4% | -5% | 4% | -8% | 1% | 2%
O=C1CSC(c2cccc([N+](=O)[O-])c2)N1c1ccc(O)cc1 (stereo not drawn) | 0.1% | i | 1% | -5% | 0% | 8% | -8% | -7% | 3%
Cc1cccc(C)c1OCc1nc2c3cnn(-c4ccccc4F)c3ncn2n1 | 0.1% | . | . | 19% | 4% | 21% | . | . | .
COc1ccc(NCc2nnc(SCC(=O)c3ccc(OC)cc3)n2C)cc1 | ? | i | 2% | 0% | -6% | 27% | -27% | 42%[activator] | 21%
COc1cc(OC)c(C2Nc3ccccc3-c3nnc(SCc4ccccc4)nc3O2)cc1OC (stereo not drawn) | 3.2% | i | . | 4% | 0% | 2% | 0% | 25% | .
CN(C(=O)c1ccc(OC2CCN(S(=O)(=O)N(C)C)CC2)cc1)C1CCCCC1 | 2.7% | i | 1% | -11% | 0% | -9% | 9% | -10%[11.3 µM] | 10%
Cc1ccc(Nc2nc(N)nc(CC#N)n2)cc1 | 22% | i | -2% | -44% | 30% | ? | 13µM* | 36%[activator] | ?
Cc1cc(F)c(F)c(C(=O)N2CCOCC2)c1 | 0.0% | i | 2% | -1% | -1% | 0% | 13% | 5% | 4%
O=C(CN1C(=O)C2(OCCCO2)c2ccccc21)NCc1ccccc1 | 0.1% | i | 20% | 9% | 1% | 11% | ? | 6% | -5%
CCN(C(=O)C1CCN(S(=O)(=O)c2ccc3c(c2)CCCN3C(=O)C2CCC2)CC1)c1cccc(C)c1 | 0.6% | i | . | 3% | -15% | . | 2% | 9% | .
CC(C)c1ccc(NC(=O)CSc2nc3ccsc3c(=O)n2Cc2ccc(C(=O)O)cc2)cc1 | 4.1% | i | 7% | -2% | 7% | ? | -2% | . | 10%
O=C(Nc1ccn(CCCNCC(c2ccccc2)c2ccccc2)c(=O)n1)OCc1ccccc1 | -5.5% | ? | 0% | -116% | . | . | 16µM* | ? | .
COC(=O)c1nn(-c2cccc(Cl)c2)cc(OC)c1=O | 0.1% | i | 14% | -7% | 1% | 0% | -8% | -10% | 1%
CCOc1ccc(NC(=O)CSc2ncc3c(n2)-c2ccccc2N(C)S3(=O)=O)cc1 | 0.4% | i | . | -7% | 5% | 0% | 0% | 0% | .
Cc1ccc(C)c(NS(=O)(=O)c2ccc(NC(=O)c3ccco3)cc2)c1 | 0.6% | i | 1% | 7% | -9% | ? | -3% | -6% | 11%
CC(=O)Nc1ccc(NC(=O)c2ccccc2F)cc1 | 0.2% | i | 10% | 5% | -12% | 1% | -16% | 28% | 3%
C=CCn1c(SCc2ccccc2)nnc1-c1cccnc1 | -0.3% | i | -1% | -5% | 1%[1.84 µM] | 9% | 0% | 3% | -1%
O=C(Nc1ccc(F)cc1)c1sc(Cl)nc1-c1ccccc1 | 23% | i | 2% | 22% | 0% | 18% | -15% | 8% | 10%
CCOC(=O)CCCNC(=O)COC(=O)c1ccc(O)cc1 | 0.2% | i | 10% | 4% | 0% | 9% | -12% | -4% | -14%
O=C(NC1CCS(=O)(=O)C1)c1ccc(Br)o1 (stereo not drawn) | 0.7% | i | 2% | -2% | 2% | -4% | 3% | 2% | 2%
COc1ccc(/C=C/C(=O)NC2CCCCCCC2)cc1S(=O)(=O)N1CCOCC1 | -0.1%[9.22 µM] | ? | -8% | -18% | -8% | ? | ? | 10% | ?
O=C(CC1C(=O)NCCN1Cc1cccc(C(F)(F)F)c1)NCCc1cnccn1 (stereo not drawn) | -0.3% | i | -5% | -14% | -2% | 5% | 4% | -1% | 13%
COc1cc(C(=O)NCC(=O)N/N=C/c2cccc(OC(=O)c3ccco3)c2)cc(OC)c1OC | 3.2% | i | -1%[57.1 µM] | 4% | -6% | -15% | 0% | . | -4%
Cc1ccc(-c2nnn(CC(=O)N(c3ccccc3F)C(CC(C)C)C(=O)NCC3CCCO3)n2)cc1 (stereo not drawn) | -0.6% | . | 2% | -7% | -10% | -2% | 0% | . | 1%
CN1CCN(C(=O)C2=C[C@H](c3ccc4c(c3)OCO4)C[C@H](OCCCCO)O2)CC1 | 0.1% | i | 8% | -1% | 0% | 6% | 21% | -8% | 0%
O=C(NCCC(c1ccccc1)c1ccccc1)c1cccs1 | 0.0% | i | 9% | 1% | 2% | 1% | -8% | -8% | 10%
O=C(O)CCCN1C(=O)C2C3c4ccccc4C(c4ccccc43)[C@@H]2C1=O (stereo partly drawn) | -0.2% | i | 6% | 4% | -1% | -14% | -3% | -23% | 1%

Retrieved one by one from the list above (two):
SMILES | Nrf2 activator | ATXN viability | EPAC2 antagonist | HepG2 viability | A549 tox | Nrf2 inh | TGFb inhibitor | ATXN2 expr inh | MCF10A rerep
CCOC(=O)CCCNC(=O)COC(=O)c1ccc(O)cc1 | 0.2% | i | 10% | 4% | 0% | 9% | -12% | -4% | -14%
O=C(NCCC(c1ccccc1)c1ccccc1)c1cccs1 | 0.0% | i | 9% | 1% | 2% | 1% | -8% | -8% | 10%
